High-throughput results as filed in PubChem BioAssay.
PREPL inh: inhibitors of human prolyl oligopeptidase-like enzyme PREPL; Q4J6C6; inhibition, % at 5.96 µM; AID 2751; recombinant PREPL, fluorescence polarization activity-based probe; 0.68% of 320,000 active; in the data active means inhibition above about 43%;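 further: 0% = enzyme with DMSO and 100% = wells lacking enzyme; many of its hits are not listed in these tables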
PAD4 inh: blocks human protein arginine deiminase 4 | Q9UM07 | recombinant PAD4, RCA probe fluorescence polarization | inhibition, % at 6.36 µM | 0.41% of 330,000 active;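 active means percent inhibition above a cutoff equal to the mean of all tested compounds plus 3 SD, cut at about 15% in these data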;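 further: 0% = PAD4 with RCA probe and DMSO and 100% = probe without PAD4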
Target sequence (Q9UM07 whole entry, looked up): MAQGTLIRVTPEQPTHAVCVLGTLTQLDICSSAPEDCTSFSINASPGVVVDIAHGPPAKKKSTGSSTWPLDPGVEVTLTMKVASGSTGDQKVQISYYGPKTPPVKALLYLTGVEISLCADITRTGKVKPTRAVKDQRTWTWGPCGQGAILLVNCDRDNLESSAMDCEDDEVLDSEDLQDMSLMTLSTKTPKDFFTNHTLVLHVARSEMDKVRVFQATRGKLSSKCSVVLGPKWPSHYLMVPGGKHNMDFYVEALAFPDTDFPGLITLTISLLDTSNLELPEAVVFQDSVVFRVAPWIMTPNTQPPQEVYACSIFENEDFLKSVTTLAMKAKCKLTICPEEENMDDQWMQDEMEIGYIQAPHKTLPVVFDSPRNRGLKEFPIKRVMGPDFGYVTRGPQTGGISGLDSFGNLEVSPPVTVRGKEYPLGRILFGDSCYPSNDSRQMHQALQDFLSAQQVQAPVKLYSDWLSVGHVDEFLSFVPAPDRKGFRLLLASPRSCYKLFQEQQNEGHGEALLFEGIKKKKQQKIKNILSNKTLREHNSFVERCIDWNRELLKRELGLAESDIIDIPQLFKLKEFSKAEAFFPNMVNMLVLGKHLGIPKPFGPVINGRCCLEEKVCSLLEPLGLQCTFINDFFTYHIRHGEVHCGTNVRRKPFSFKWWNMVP
PAFAH1B3 inh: inhibitors of human PAFAH1B3. Q15102. recombinant PAFAH1B3, FP-rhodamine probe, fluorescence polarization. inhibition, % at 3.39 µM. 0.28% of 340,000 active;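 active means inhibition above the screen-wide average of all tested compounds plus 3 SD, cut at about 25% in these data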;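 further: 0% = enzyme with DMSO only and 100% = wells lacking PAFAH1B3 protein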
LYPLA2 counter: counter-screen for PME1 inhibitors: inhibitors of human LYPLA2. O95372. inhibition, % at 5.9 µM. recombinant LYPLA2, FP-Rh probe fluorescence polarization. 0.38% of 320,000 active;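 active means inhibition above the screen-wide mean plus 3 SD, limit set per campaign, cut at about 26% in these data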;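 further: 0% = LYPLA2 with DMSO and 100% = wells lacking LYPLA2 enzyme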
PME-1 primary: PME-1 (human) inhibition; 0.53% of 320,000 active; recombinant PME-1, FP-Rh probe fluorescence polarization; inhibition, % at 5.9 µM; Q9Y570;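 active means inhibition above the campaign mean of all compounds plus 3 SD, cut at about 26% in these data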;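 further: competitive labeling of PME-1 active site by serine hydrolase directed probe; 0% = PME-1 with DMSO and 100% = wells lacking PME-1 enzyme; inhibitors block probe labeling so polarization falls and inhibition rises; many of its hits are not listed in these tables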
LYPLA1 inh: LYPLA1 (human) inhibition in PME1 counter-screen | recombinant LYPLA1, FP-Rh probe fluorescence polarization | 0.16% of 320,000 active | inhibition, % at 5.9 µM | AID 2174 | O75608;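 active means inhibition above the mean of all tested compounds plus 3 SD, set per campaign, cut at about 14% in these data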;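 further: inhibitors block serine hydrolase probe labeling of LYPLA1 so polarization falls; 0% = enzyme with DMSO and 100% = wells lacking LYPLA1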
PAFAH1B2 FP inh: PAFAH1B2 (human) inhibition; recombinant PAFAH1B2, FP-rhodamine activity probe, fluorescence polarization; 1.2% of 340,000 active; inhibition, % at 3.39 µM;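 active means inhibition above the mean of all tested compounds plus 3 SD, cut at about 24% in these data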;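 further: 0% = enzyme with DMSO and 100% = wells lacking PAFAH1B2; many of its hits are not listed in these tables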
pPAFAH FP inh: inhibitors of human plasma PAF acetylhydrolase (pPAFAH) | inhibition, % at 3.39 µM | recombinant pPAFAH, FP-rhodamine probe fluorescence polarization | AID 463082 | 1.5% of 330,000 active;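 active means inhibition above the mean inhibition across the screen plus 3 SD, cut at about 25% in these data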;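 further: inhibitors block binding of the rhodamine activity-based probe so polarization drops; 0% = enzyme with DMSO and 100% = wells lacking pPAFAH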
Target sequence (Q13093 whole entry, looked up): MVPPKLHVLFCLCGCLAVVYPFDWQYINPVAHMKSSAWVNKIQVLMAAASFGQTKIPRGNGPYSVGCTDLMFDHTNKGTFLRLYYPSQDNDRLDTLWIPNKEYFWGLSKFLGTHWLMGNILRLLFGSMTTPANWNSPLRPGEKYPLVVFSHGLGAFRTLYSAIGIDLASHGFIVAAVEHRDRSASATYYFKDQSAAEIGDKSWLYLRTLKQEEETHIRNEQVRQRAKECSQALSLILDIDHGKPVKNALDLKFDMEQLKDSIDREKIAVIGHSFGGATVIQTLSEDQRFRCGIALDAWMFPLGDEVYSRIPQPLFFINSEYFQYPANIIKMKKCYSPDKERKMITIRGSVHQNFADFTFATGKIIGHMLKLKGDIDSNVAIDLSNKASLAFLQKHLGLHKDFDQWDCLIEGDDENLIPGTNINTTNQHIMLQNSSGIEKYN
GSTO1 inh: counter-screen for RBBP9 inhibitors: inhibitors of human GSTO1; inhibition, % at 5.96 µM; P78417; recombinant GSTO1, activity-based probe fluorescence polarization; 1.1% of 300,000 active;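 active means inhibition above the campaign mean inhibition plus 3 SD, cut at about 35% in these data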;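 further: 0% = GSTO1-1 with DMSO and 100% = wells lacking GSTO1-1 enzyme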
* marks the source's active call; other numbers are inactive results; · = no result given. A portion of the library. The share of hits here may be higher or lower than overall.

SMILES	PREPL inh	PAD4 inh	PAFAH1B3 inh	LYPLA2 counter	PME-1 primary	LYPLA1 inh	PAFAH1B2 FP inh	pPAFAH FP inh	GSTO1 inh
Cc1ccc(-n2nc3ccc(NC(=O)c4cccc([N+](=O)[O-])c4C)cc3n2)cc1	-1	-2	-2	-2	4	-1	0	7	-4
CCC(C)NC(=O)CSc1nc2ccsc2c(=O)n1NC(=O)c1ccccc1 (centres undefined)	3	-2	6	0	1	3	4	-3	8
C=CCN1C(=O)C(Cc2ccccc2Cl)SC1=Nc1ccc(C(=O)O)cc1 (centres undefined)	-2	-2	3	2	4	0	9	4	-7
Cc1c(Br)c([N+](=O)[O-])nn1CC(=O)Nc1sc2c(c1C(=O)OC(C)C)CCC(C)C2 (centres undefined)	4	-4	2	6	2	2	-2	2	1
COc1ccc(CCN(C)C(=O)CSc2nnc(-c3ccco3)o2)cc1OC	3	1	10	11	6	-2	6	0	3
NNC(=O)c1nnn(-c2nonc2N)c1CN1CCCC1	8	-4	10	1	-3	-3	5	1	13
CC(Oc1cccc(Br)c1)C(=O)NNC(=O)CCS(=O)(=O)c1ccccc1 (centres undefined)	0	-7	10	·	·	·	6	3	·
COc1ccc(C(=O)O/N=C(/c2ccccc2)c2ccncc2)cc1	87*	0	3	-4	-1	-1	-2	5	7
CC(=O)c1c(C)[nH]c(C(=O)OCC(=O)Nc2ncc(Cl)c(C)c2Cl)c1C	11	2	0	2	1	-4	2	14	1
CC(NCc1ccccc1OC1CCCC1)c1ccccc1 (centres undefined)	-8	4	5	2	3	0	2	1	-1
C=CCc1ccc(OCCOCCOc2cccc3ccc(C)nc23)c(OC)c1	-2	1	-2	3	2	0	6	4	-9
O=C(CSCc1ccc(F)cc1)Nc1ccc(F)cc1	-3	2	1	6	1	-4	7	1	6
CCN(CC1COc2ccccc2O1)C(=S)Nc1ccccc1 (centres undefined)	-1	1	3	0	-6	4	3	3	-2
Cc1cc2c(cc1C)C(c1ccccc1OC(C)C)CC(=O)N2 (centres undefined)	5	2	8	3	9	-1	-1	0	-3
CCc1ccc(N2C(=O)CN(Cc3cc(OC)c(OC)c(OC)c3)C2=S)cc1	-3	-7	-1	-5	-5	-4	-1	2	-2
O=C(Nc1nccs1)c1ccc2ccccc2n1	-12	-4	11	-3	0	-3	8	3	6
Cc1ccccc1C(=O)c1cccn1CC(=O)NCCCN1CCc2ccccc2C1	13	0	2	0	-6	8	3	1	7
O=C(CN1CCN(CN2C(=O)NC3(CCCCCC3)C2=O)CC1)Nc1ccc(F)cc1	8	2	9	-3	2	1	8	-2	·
O=C(CSc1nnc2ccccn12)N1CCOCC1	2	-1	8	2	4	2	1	2	-2
NC(=O)c1ccsc1NC(=O)COC(=O)Cc1ccsc1	18	-6	-1	-2	-1	-2	2	-1	-2
CSc1nnc2c3ccccc3n(CCc3ccccc3)c2n1	0	3	10	-2	-5	0	-2	5	2
COCC(C)n1c(C)cc(C(=O)COC(=O)C2=NN(c3ccccc3)C(=O)CC2)c1C (centres undefined)	-5	-6	3	0	-4	-1	2	9	-14
Cc1oc2c(C)c(O)ccc2c(=O)c1-c1nncn1-c1ccccc1	6	-11	8	-3	-4	-1	11	12	4
COc1ccc(OC)c(S(=O)(=O)NCCCc2ccccc2)c1	-7	-1	1	-7	-1	-6	6	-7	-3
O=C(Nc1ccc(C(=O)OC[C@@H]2CCCN3CCCC[C@H]23)cc1)c1cccc(Br)c1	-26	-8	0	-3	-2	-2	-3	-5	-8

(cont.)
SMILES	PREPL inh	PAD4 inh	PAFAH1B3 inh	LYPLA2 counter	PME-1 primary	LYPLA1 inh	PAFAH1B2 FP inh	pPAFAH FP inh	GSTO1 inh
C=CCOc1ccc(/C=C/C(=O)Nc2ccc(C(=O)NC)cc2)cc1	4	3	8	-8	-10	1	0	6	-4
CCOc1ccc2nc3cc(NCc4ccc(OC)cc4)ccc3c(N)c2c1	102*	-7	18	37*	5	19*	5	38*	50*
COc1ccccc1NC(=O)C(=O)N/N=C/c1cccs1	13	2	1	2	-4	2	-1	3	1
CCc1nc(NCc2cccnc2)c2oc3ccccc3c2n1	9	1	4	0	3	-1	4	-3	-8
c1ccc2cc(OCc3nc4ccccc4[nH]3)ccc2c1	1	-6	-1	-4	-11	-3	0	-6	-13
Cc1occc1C(=O)N/N=C/C1=C(N2CCOCC2)C(=C\c2ccc(Cl)cc2)/CC1	8	4	3	6	-2	-1	-1	8	2
C#CCOCCOCCOCCNc1nc(N2CCN(C(=O)CCCCCCCCCCNC(=O)Cn3cc(CCCCCN)nn3)CC2)nc(N2CCN(C(=O)CCCCCCCCCCNC(=O)[C@H](CO)n3cc(CCCCCN)nn3)CC2)n1	68*	3	7	2	3	0	7	1	0
O=C(NCCCN1CCN(c2cccc(Cl)c2)CC1)c1ccc(N2CCCC2=O)cc1	-6	-5	-5	5	-5	-1	-4	4	5
O=C(Cn1nnc(-c2ccccc2)n1)N1CCCCC1	21	-4	3	7	-3	3	4	-2	10
CN(CC(=O)Nc1cccc(F)c1)CC(=O)Nc1ccccc1[N+](=O)[O-]	1	-3	6	-1	1	-3	2	2	-4
Cc1cccc(-c2nc(S(=O)(=O)c3ccc(F)cc3)c(NCCCN3CCOCC3)o2)c1	10	1	4	-1	4	4	6	-2	2
Cc1ccc(CSCC(=O)N(CCC(C)C)c2c(N)n(Cc3ccccc3)c(=O)[nH]c2=O)cc1	9	0	8	0	0	-3	1	3	-2
Cc1cccc(OCc2ccc(C(=O)Nc3cc(C)on3)o2)c1	13	-1	-3	4	-3	-3	3	-2	-3
O=C(O)c1cccc2c1C(=O)c1cccc3snc-2c13	2	2	8	2	8	-1	4	0	4
CNc1nc(-c2ccc(S(=O)(=O)N3CCCCC3)cc2)cs1	-2	-3	0	-9	-1	-1	-1	2	·
COc1ccc(-n2c(SCc3ccc(C#N)cc3)nnc2-c2ccccn2)cc1	14	-2	-1	0	1	-2	10	6	-4
Cc1ccc2c(c1)COc1c3ccc(C(=O)NC(C)C)cc3nn1-2	7	0	3	-3	-1	-2	1	10	-3
CC1CCC(N2CCN(C(=O)c3ccccc3F)CC2)CC1 (centres undefined)	9	-2	4	-1	-1	0	3	3	6
Cc1ccc(N2CC(C(=O)NCC3CCCO3)CC2=O)cc1Cl (centres undefined)	17	3	4	12	-1	-1	-3	-2	11
O=C1c2ccccc2C(=O)N1CC1CCCO1 (centres undefined)	-13	-8	11	6	-1	5	-2	7	-2
O=C(NC1CCCC1)C(c1ccc(F)cc1)N(C(=O)Cc1cccs1)c1ccc2c(c1)OCCO2 (centres undefined)	15	-2	6	2	-1	2	5	-5	-1
O=C(CCCN1C(=O)CCC1=O)Nc1ccccc1F	10	-1	7	6	6	3	2	3	2
COc1ccccc1N(CC(=O)NCc1ccccc1C)S(=O)(=O)c1ccc(C)cc1	0	-1	5	-7	3	0	7	1	2
COc1cccc(C(=O)N2CCC(C(=O)NCc3ccc(C)cc3)CC2)c1	12	-5	1	-4	-6	1	7	-10	6
COc1ccc(NC(=O)C2CCN(c3nc(-c4ccc(OC)cc4)no3)CC2)cc1	-7	1	-1	1	-3	-5	0	0	3

Whole records, looked up by structure. Screens in order: PREPL inh	PAD4 inh	PAFAH1B3 inh	LYPLA2 counter	PME-1 primary	LYPLA1 inh	PAFAH1B2 FP inh	pPAFAH FP inh	GSTO1 inh
O=C(Cn1nnc(-c2ccccc2)n1)N1CCCCC1 across the screens: 21	-4	3	7	-3	3	4	-2	10
NC(=O)c1ccsc1NC(=O)COC(=O)Cc1ccsc1 across the screens: 18	-6	-1	-2	-1	-2	2	-1	-2

Remaining list, next part.
SMILES	PREPL inh	PAD4 inh	PAFAH1B3 inh	LYPLA2 counter	PME-1 primary	LYPLA1 inh	PAFAH1B2 FP inh	pPAFAH FP inh	GSTO1 inh
Cn1cnc2c1c(=O)n(CC(O)CO)c(=O)n2C (centres undefined)	-2	3	-5	-4	2	-2	-2	-2	2
Cc1ccccc1CN1C[C@@H]2C[C@@H](c3ccc4nsnc4c3)N3CCC[C@@]23C1=O	-5	-3	1	0	4	1	4	3	6
S=C(NCC1CCCO1)Nc1ccc(Cl)cc1 (centres undefined)	15	4	12	-2	0	0	2	-1	6
Cc1cccc(NC(=O)CSc2nnc(-c3ccco3)n2CC2CCCO2)n1 (centres undefined)	14	-3	8	-5	1	-2	-2	-4	1
Cc1cccc(NC(=S)N2CCN(c3ccccn3)CC2)c1	-6	0	4	4	6	1	0	3	5
CC(/C=N/Nc1nc(N2CCCCC2)nc(N2CCCCC2)n1)=C\c1ccccc1	9	-5	7	4	0	1	-1	2	1
COc1cccc(C2CC(c3cccs3)=NN2C(=O)CSC2=NCCS2)c1OC (centres undefined)	19	12	-1	7	0	5	3	6	-3
CCc1ccc(CNC(=O)c2ccc(NC(=O)C3=CSCCO3)cc2)cc1	5	-2	8	-1	-9	-4	2	1	7
Cc1ccccc1CCN1CCCC(CN(C)CC(C)(C)C)C1 (centres undefined)	18	-4	5	3	-2	2	7	2	1
O=C(NCCCN1CCN(Cc2ccccc2)CC1)c1nnc(Cc2c(F)cccc2Cl)o1	0	6	-3	-2	-2	-1	1	5	3
O=C(NCCN1CCCC1)c1cccc(Cl)c1	3	-3	-1	2	1	-2	2	-1	5
CC(C)C(=O)NC(=S)Nc1ccc(S(=O)(=O)N2CCCC2)cc1	5	-6	-7	4	4	-2	4	3	-2
Cc1ccc(CNC(=O)CN(c2cccc([N+](=O)[O-])c2)S(C)(=O)=O)cc1	-7	-1	7	1	1	-2	11	5	3
O=C(C1CC(=O)N(c2ccc(F)cc2)C1)N1CCCCC1 (centres undefined)	-9	4	2	-6	-6	-1	3	-5	3
CCOC(=O)[C@H]1[C@H]2COc3ccc(C)cc3[C@@H]2N2C(=O)c3ccc(F)cc3NC(=O)[C@@]12C	10	0	1	4	2	-5	4	-1	5
CCn1c(=O)c(C(=O)Nc2ncccc2O)c(O)c2ccccc21	-6	-1	12	1	-3	-1	2	4	3
COc1ccc(NC(=S)N2CCC(c3ccc(C)cc3)C2)cc1 (centres undefined)	19	-7	8	3	-1	0	-2	7	3
Cc1nc2nc(COc3ccccc3)[nH]n2c(=O)c1Cl	-3	1	4	-2	0	-1	-1	-1	-8
Cc1ccc(C(=O)COC(=O)c2cccc(NC(=O)c3ccc([N+](=O)[O-])cc3[N+](=O)[O-])c2)cc1	13	3	-3	24	32*	-19	-4	11	-24
COc1ccc(-n2c3c(cc(C(=O)N4CCC(C)CC4)c2=O)C(=O)CC(C)(C)C3)cc1	12	-3	4	0	-6	-2	2	-9	5
O=c1c2ccccc2n2c(-c3cccc(F)c3)nnc2n1Cc1ccccc1	-7	0	1	-6	1	-1	0	2	-1
Cn1c(-c2ccccc2)c(C(=O)CC#N)c2ccccc21	-7	-6	9	-2	-1	0	6	-4	-6
Nc1ccc(C2(c3ccc(N)cc3)OC(=O)c3ccccc32)cc1	-4	-2	-1	2	3	2	3	7	-1
CCCn1nc(NC(=O)c2ccco2)c2cc3cc(C)ccc3nc21	10	-3	-8	3	-12	0	-3	3	-4
O=C(CCn1cnc2ccccc2c1=O)Nc1ccc(S(=O)(=O)N2CCCC2)cc1	-5	2	2	2	0	-1	2	-4	7
Cc1ccc2c(c1)N(CC(=O)NC1CCC(C)CC1)C(=O)CO2 (centres undefined)	-7	-4	4	-1	-3	-6	7	0	9
COc1ccc(C2SCC(=O)N2c2nnc(C34CC5CC(CC(C5)C3)C4)s2)cc1 (centres undefined)	8	-2	2	2	0	1	1	-1	1
COc1cc(/C=N/O)cc(Br)c1OC	5	5	4	2	4	1	4	2	-6
O=C(c1ccc(Br)o1)N1CCc2ccccc21	-6	-2	·	-4	-6	-1	·	0	1
